TGFb SMAD3 inh = blocks TGF-b signaling; HepG2 CAGA-GFP TGF-b/SMAD3 reporter, GFP fluorescence, 18 h; TGF-beta stimulated, 500 pg/mL final; AID 588855; actives 1.2% (n = 410,000); Potency, µM (series often up to 46.1 µM), inactives show at the top dose activity, negative = inhibition, usual class: inhibitors; also: potency is read from the fitted curve at half-maximal effect; % is scaled to controls: 0 for no effect and ±100 for the full control effect; nearly all actives have a fitted effect of over 65% in size
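Cell-based qHTS in HEPG2 carrying a CAGA-GFP Smad reporter; compounds added before 500 pg/mL final TGF-beta, 18 h incubation at 37 degrees C, GFP fluorescence quantified per cell by imaging cytometry.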
Mm-Cpn inhibitor = blocks the Methanococcus maripaludis chaperonin Mm-Cpn; actives 0.031% (n = 330,000); AID 504842; purified Mm-Cpn ATPase, ADP Transcreener TR-FRET; Potency, µM (top dose mostly 76.9 µM), for inactives: at the top dose activity, negative = inhibition, hits mostly inhibitors; also: potency is read from the fitted curve at half-maximal effect; % is scaled to controls: 0 for no effect and ±100 for the full control effect; nearly all actives have a fitted effect of over 80% in size
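25 nM Mm-CPN + cpd, 10 min 37°C; + 10 uM ATP, 30 min 37°C; buffer 30 mM Tris pH 7.4, 100 mM KCl, 5 mM MgCl2, 1 mM DTT; Transcreener ADP HTRF detection 30 min RT.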
A549 viability = A549 cytotoxicity, counter-screen for Nrf2 inhibitors. A549 ARE-Fluc cells, CellTiter-Fluor viability, 18-24 h. Potency, µM (highest dose often 46 µM), inactives show top-dose activity change, negative = cytotoxicity, hits mostly inhibitors. actives 0.16% (n = 390,000). AID 504648; also: potency is read from the fitted curve at half-maximal effect; % is scaled to controls: 0 for no effect and ±100 for the full control effect
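A549 ARE_Fluc cells in 5% FBS OPTI-MEM were exposed to compounds in concentration-response for 18-24 h at 37 deg C. Viability was read by CellTiter-Fluor fluorescence (Ex 405/Em 525) after 30 min, before the luciferase read.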
Nrf2 block = Nrf2 pathway inhibition; Potency, µM (series often up to 46 µM), without a hit: at the highest dose activity change, negative = inhibition, most hits filed as inhibitors; actives 2.1% (n = 360,000); A549 ARE-Fluc reporter, luciferase luminescence, 18-24 h; also: potency is read from the fitted curve at half-maximal effect; % is scaled to controls: 0 for no effect and ±100 for the full control effect; nearly all actives have a fitted effect of over 60% in size
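Nrf2 function is reported as luminescence of an ARE-controlled luciferase in A549 cells. Compounds were tested at several concentrations, and a CellTiter-Fluor read on the same wells flagged cytotoxicity.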
pAkt inh = Akt phosphorylation inhibition; Neuro2A IGF-stimulated pAkt S473 HTRF, 20 min; hits give low values; activity change, % for hits at 50 µM; actives 0.32% (n = 360,000); AID 651550; in the data active = activity change below about -80%; inconclusive = mostly about -51% to -80%; also: % is scaled to controls: 0 for no effect and ±100 for the full control effect
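Neuro2A cells in DMEM with 0.5% FBS, overnight at 37 deg C, given compound at single 50 µM final, then IGF (6 nM final) for 20 min at 37 deg C. Lysed; phospho-Akt Ser473 by HTRF after 24 h, 665/615 ratio.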
HepG2 viability = HepG2 cytotoxicity, counter-screen for TGF-b inhibitors. HepG2 CAGA-GFP viability, ATP luminescence, 18 h. Potency, µM (series often up to 46.1 µM), inactives show at the top dose activity change, negative = cytotoxicity, actives largely listed as cytotoxic. actives 0.76% (n = 410,000). AID 588856; also: potency is read from the fitted curve at half-maximal effect; some results filed as inactive show a strong effect at the top dose
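CellTiter-Glo luminescence gave cytotoxicity after 18 hours at 37 degrees C. The cells were HepG2 CAGA-GFP in 1% FBS DMEM, stimulated with 500 pg/mL TGF-beta after compound addition. %Activity was normalised to no-cell wells (complete cell-killing) and DMSO (no toxicity), and curves were fitted and classified.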
Nrf2 ARE act = activators of Nrf2 (ARE) signaling | AREc32 ARE-luciferase reporter (MCF7-derived line), luminescence, 24 h | Potency, µM (series often up to 46.1 µM), without a hit: top-dose activation, actives largely listed as activators | actives 0.31% (n = 410,000) | AID 624171; also: potency is read from the fitted curve at half-maximal effect; % of control where 0% means no effect; nearly all actives have a fitted effect of over 65% in size
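AREc32 cells carrying an ARE-driven firefly luciferase reporter were seeded at 1000 cells/well in OPTI-MEM with 5% FBS, then exposed to compound for 24 hr at 37 deg C. Luminescence was read with Steady-Glo after 30 min at RT.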
ATXN viability = cell viability loss in ATXN counter-screen; actives 0.49% (n = 400,000); AID 651635; S2 cells (HEK-293 line with an ATXN2-luciferase reporter) viability, CellTiter-Fluor protease fluorescence, 24 h; Potency, µM (highest dose often 56.7 µM), most hits filed as cytotoxic; also: potency is read from the fitted curve at half-maximal effect; nearly all actives have a fitted effect of over 40% in size
CCT modulator = cytosolic chaperonin activity modulation. actives 0.3% (n = 360,000). purified chaperonin ATPase assay, HTRF ADP detection, 30 min. AID 651819. activity change, % (test concentration not listed), hits read low; in the data active = activity change below about -30%; also: % is scaled to controls: 0 for no effect and ±100 for the full control effect
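Nucleotide hydrolysis assay: TRiC at 20–40 nM final (set by batch activity) with 10 uM ATP, 30 min at 37 °C, in presence of 76 uM compound. Detection by competitive ADP HTRF, 30 min ambient.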
* hit, by the source's call; i = inactive; ? = inconclusive; nt = not tested or not shown. Unless noted, calls follow the shape of the dose curve; as a rule, active = well fitted curve in the direction sought with a large enough effect; inconclusive = small, poorly fitted or top-dose-only effect, or another doubt; inactive = no such curve, though single readings can be large; an effect the other way counts as inactive or inconclusive.

Each structure is followed by: TGFb SMAD3 inh, Mm-Cpn inhibitor, A549 viability, Nrf2 block, pAkt inh, HepG2 viability, Nrf2 ARE act, ATXN viability, CCT modulator
Cc1ccc(NN2C(=O)C=C(c3ccc(Cl)cc3)C2=O)cc1
  ?, -28.7%, 5.6%, 6.8%, i, -54.5%, 11.3%, nt, -2.8
Cc1ccc(-c2nnn(CC(=O)N(CCCO)C(C(=O)NC3CCCC3)c3ccc(F)cc3)n2)o1 (configuration not stated)
  -5.7%, 1.8%, -6.3%, -0.1%, i, 4.2%, 0.2%, i, -0.4
Cc1ccc(C(=O)NCC(=O)OCC(=O)c2ccccc2)s1
  -0.3%, 0.1%, -2.3%, 15.5%, i, -17.2%, 0.8%, i, -1.5
O=C(CNc1ccc(Br)cc1)c1ccccc1
  25.8%, 2.0%, -6.8%, -17.0%, i, -27.0%, -0.5%, ?, -7.3
Cc1oc(-c2ccccc2Cl)nc1CS(=O)CC(=O)NCc1ccc2c(c1)OCO2 (configuration not stated)
  ?, 0.6%, 2.8%, -2.7%, i, -22.7%, 1.9%, i, 0.8
Cc1cc(C)nc(/N=C(\N)Nc2cc([N+](=O)[O-])ccc2C)n1
  -4.5%, -0.3%, -1.8%, -0.6%, i, -2.5%, -0.1%, i, 1.8
COC(=O)c1c(NC(=S)NC(=O)c2ccco2)sc2c1CCCC2
  15.9%, -0.7%, -1.2%, -7.5%, i, 2.7%, 32.1%, nt, -3.3
Cc1cc(C)nc(NCCCc2ccccc2)n1
  8.1%, -1.9%, 11.3%, -6.0%, i, -11.6%, 0.3%, i, 0.3
COc1ccccc1-n1c(C)c(C(C)=O)c2cc(O)ccc21
  -12.6%, -2.9%, 1.1%, 3.1%, i, 15.7%, -0.6%, i, 2.0
COCCn1c(SCC(=O)c2c(C)[nH]c3ccccc23)nc2cc(C(=O)NC(C)C)ccc2c1=O
  ?, nt, 11.8%, 12.1%, nt, -18.7%, 13.6%, i, nt
O=C(O)/C=C(\Oc1ccccc1)C1(O)CCCCC1
  7.1%, -2.7%, -0.1%, 1.7%, i, 10.0%, -0.4%, i, -0.1
CCOc1ccc(NC(=O)C2CC(=O)N(c3cc(C)cc(C)c3)C2)cc1 (configuration not stated)
  -29.0%, -0.2%, 9.8%, 13.0%, i, 5.1%, 0.2%, i, -1.5
Cc1cccc([C@@H]2[C@@H]3C(=O)N(Cc4ccccc4)C(=O)[C@@H]3[C@]3(C)C(=O)N(c4cccc(F)c4)C(=O)N23)c1
  ?, -0.9%, -3.3%, 0.3%, i, -1.0%, -0.1%, ?, 0.1
COc1ccc(C2=Nc3cccc4cccc(c34)N2)cc1
  -16.9%, -0.8%, -12.8%, -25.1%, i, -15.1%, -0.8%, i, -10.9
COC(=O)c1sccc1S(=O)(=O)N1CCN(c2cc(Cl)ccc2C)CC1
  24.2%, nt, 7.5%, -7.3%, nt, 0.3%, 5.0%, ?, nt
CC(C)OCCCNCC(O)c1ccccc1 (configuration not stated)
  4.9%, 1.8%, -5.6%, 9.0%, i, 4.5%, 0.1%, i, 0.5
Cc1[nH]nc2c1C(c1ccc(N(C)C)cc1)C1=C(CC(C)(C)CC1=O)N2 (configuration not stated)
  -10.7%, -5.6%, -0.9%, -7.5%, i, 3.9%, -0.7%, ?, -0.5
CCC(Cc1ccccc1)NC(=O)c1ccc2nc(N3CCC(C)CC3)sc2c1 (configuration not stated)
  0.9%, nt, 5.4%, -27.0%, nt, 1.8%, 3.6%, ?, nt
Cc1ccc(NC(=O)C2CCN(S(=O)(=O)c3ccc4c(c3)NC(=O)CO4)CC2)cc1
  -14.9%, 0.9%, -6.4%, ?, i, -5.5%, -0.1%, i, -0.5
Cc1oc2c(c(C)cc3oc(=O)c(CC(=O)NCCC(=O)O)c(C)c32)c1C
  -10.3%, -2.4%, 1.9%, 2.3%, i, -2.5%, 0.4%, i, -2.8

Next part:
Each structure is followed by: TGFb SMAD3 inh, Mm-Cpn inhibitor, A549 viability, Nrf2 block, pAkt inh, HepG2 viability, Nrf2 ARE act, ATXN viability, CCT modulator
CCCCN(CC)C(=O)CSc1c2c(nc3ccc(Cl)cc13)CCCC2
  ?, nt, 0.1%, ?, nt, -89.8%, ?, nt, nt
COc1ccc(C(=O)N/C(=C/c2cccs2)C(=O)N2CCN(C)CC2)cc1
  10.3%, nt, nt, nt, i, 2.6%, -0.4%, i, 1.1
Cc1ccc(C2C(=O)c3ccccc3C2=O)cc1
  -23.1%, -5.5%, -6.8%, 16.0%, i, -19.8%, -2.0%, i, -3.2
O=C(CN1C(=O)c2ccccc2S1(=O)=O)NCCSCc1ccccc1Cl
  0.0%, 1.6%, 1.4%, -10.9%, i, -15.3%, -0.1%, i, -0.9
Cc1ccc(C(=O)CSc2nnc(-c3ccccc3)n2-c2ccccc2)cc1
  -6.7%, nt, 7.6%, 27.8%, nt, -18.0%, -0.5%, i, nt
COc1ccc2c(c1)CCN=C2Cc1ccc(OC)c(OC)c1
  ?, -1.1%, 4.8%, ?, i, -9.1%, 2.8%, i, -0.4
N#Cc1c(-c2ccccc2)c(C#N)c2nc3ccccc3n2c1N
  -3.3%, -1.6%, -3.0%, -7.2%, i, -24.5%, -0.2%, nt, -1.5
CC(C)NC(=O)COc1nncc2ccccc12
  4.2%, -29.8%, -2.0%, 16.0%, i, 9.4%, 0.2%, i, -0.7
CCc1ccc(C(=O)Nc2nc3ccccc3[nH]2)cc1
  -12.8%, -2.6%, -13.9%, ?, i, -62.3%, -1.5%, i, -0.4
CCN(CC)C(=O)Cn1c(=O)n(-c2ccc(Cl)cc2)c(=O)c2c3c(sc21)CCCCC3
  -8.3%, nt, -12.4%, -19.1%, nt, 1.1%, -0.3%, i, nt
CC(C)(C)NC(=O)CSc1nc(Cc2ccccc2)nc2ccccc12
  ?, -5.9%, -8.3%, ?, i, -25.3%, 9.2%, i, 0.6
Cc1cc(C)c(NS(=O)(=O)c2ccc3c(c2)n(C)c(=O)n3C)c(C)c1
  21.0%, -1.0%, 12.6%, 8.8%, i, -2.9%, 0.5%, i, 0.1
O=C(O)CCCCCn1c(SCc2cc(=O)n3cc(Cl)ccc3n2)nc2ccsc2c1=O
  14.6%, 2.2%, -0.5%, ?, i, -16.4%, -0.6%, i, -1.2
O=C(COC(=O)[C@@H]1CCCN1S(=O)(=O)c1ccc(Cl)cc1)NCC(F)(F)F
  -0.2%, 0.7%, -2.8%, -6.6%, i, -4.0%, -0.9%, i, -2.9
O=C(CN1C(=O)CCS(=O)(=O)c2ccccc21)Nc1cccc(Cl)c1
  -2.1%, ?, -7.6%, -18.8%, i, -13.9%, -0.7%, i, -2.3
Cc1ccc(C)c(CN2C(=O)c3ccccc3Sc3ccc(C(=O)NCc4ccco4)cc32)c1
  -15.5%, nt, -0.4%, nt, nt, -16.0%, -0.3%, nt, nt
CC(NC(=O)Nc1ccc(Cl)cc1)c1ccccc1 (configuration not stated)
  ?, 1.3%, -7.3%, -22.3%, i, -32.6%, 0.6%, i, 0.9
Cc1cc(C(=O)COC(=O)c2n[nH]c3ccccc23)c(C)n1CC1CCCO1 (configuration not stated)
  -3.9%, 0.2%, -15.4%, ?, i, -21.5%, -0.9%, i, -4.1
O=C1c2ccccc2NC(c2ccccc2)N1Cc1ccccc1 (configuration not stated)
  -22.2%, nt, -0.2%, -5.7%, i, 1.9%, -0.8%, i, -1.7
CC1CC(C)CN(C(=O)COC(=O)c2cc([N+](=O)[O-])ccc2N2CCOCC2)C1 (configuration not stated)
  7.9%, 0.7%, -15.0%, ?, i, 12.5%, 0.4%, ?, 2.2

Next part.
Each structure is followed by: TGFb SMAD3 inh, Mm-Cpn inhibitor, A549 viability, Nrf2 block, pAkt inh, HepG2 viability, Nrf2 ARE act, ATXN viability, CCT modulator
O=S(=O)(c1ccccc1)c1nc(Cc2ccccc2)oc1N1CCOCC1
  ?, 0.3%, 8.6%, 10.0%, i, -3.5%, 0.1%, i, -0.5
COc1ccc(CN2CCN(Cc3cc4ccccc4o3)CC2CCO)c(F)c1 (configuration not stated)
  -17.4%, -5.3%, -3.8%, -3.4%, i, -34.8%, -0.4%, i, -1.4
CNS(=O)(=O)c1ccc(NC(=O)c2csc(C)c2)cc1
  9.1%, -1.2%, 7.0%, ?, i, 5.8%, 27.5%, i, 2.3
Cn1c(=O)c2c(C(=O)O)cc(-c3ccccc3)nc2n(Cc2ccccc2)c1=O
  19.2%, -0.2%, -0.5%, 0.7%, i, 0.7%, 4.4%, ?, -0.4
CCOc1ccc(N2C(=O)CC(S/C(N)=N/N=C/c3cccs3)C2=O)cc1 (configuration not stated)
  0.7%, 1.2%, -0.6%, -13.2%, i, -7.7%, -0.4%, i, 0.9
CN(C)Cc1cc(OCc2ccccc2)cc(CN(C)C)c1O
  -3.7%, nt, nt, nt, i, -16.6%, 0.4%, i, -1.5
CCOC(=O)C1=CN(CC2CCCO2)C=C(C(=O)OCC)C1c1ccccc1C(F)(F)F (configuration not stated)
  -6.0%, 0.5%, 0.4%, -23.2%, i, -2.1%, -0.1%, nt, 0.1
COc1ccccc1NC(=O)COC(=O)c1ccccc1OCC(=O)Nc1ccc(SC(F)F)cc1
  -6.4%, -6.2%, -8.4%, -24.7%, i, 7.0%, 0.2%, ?, 1.3
COc1ccc(C(C(=O)NC2CCCCC2)N(C(=O)Cc2c[nH]c3ccccc23)c2ccc(NC(C)=O)cc2)cc1OC (configuration not stated)
  -16.9%, 1.1%, -1.0%, ?, i, -17.3%, -0.2%, i, 0.2
O=C(Nc1ccc(F)c(Cl)c1)c1csc([C@@H]2C[C@H](O)[C@@H](CO)O2)n1
  -19.4%, nt, nt, nt, i, -18.2%, 5.0%, i, 1.6
COc1ccc(C(=O)c2nc3c(n2O)CCCCC3)cc1
  3.1%, -0.4%, -1.7%, nt, i, 1.8%, 2.4%, i, -0.3

Bioassay records as filed in PubChem.
